# Screens deposited in PubChem by Fisher Drug Discovery Resource Center.
# hcGAS inh: Primary biochemical luminescence assay for human cyclic GMP-AMP synthase inhibitors; recombinant h-cGAS, ATP depletion, Kinase-Glo luminescence; inhibition, % at 12.5 µM; 290,000 compounds, 0.081% hits;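 further: 0% = vehicle reaction and 100% = reaction without DNA for no activity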
# Target sequence (Q8N884 whole entry, looked up): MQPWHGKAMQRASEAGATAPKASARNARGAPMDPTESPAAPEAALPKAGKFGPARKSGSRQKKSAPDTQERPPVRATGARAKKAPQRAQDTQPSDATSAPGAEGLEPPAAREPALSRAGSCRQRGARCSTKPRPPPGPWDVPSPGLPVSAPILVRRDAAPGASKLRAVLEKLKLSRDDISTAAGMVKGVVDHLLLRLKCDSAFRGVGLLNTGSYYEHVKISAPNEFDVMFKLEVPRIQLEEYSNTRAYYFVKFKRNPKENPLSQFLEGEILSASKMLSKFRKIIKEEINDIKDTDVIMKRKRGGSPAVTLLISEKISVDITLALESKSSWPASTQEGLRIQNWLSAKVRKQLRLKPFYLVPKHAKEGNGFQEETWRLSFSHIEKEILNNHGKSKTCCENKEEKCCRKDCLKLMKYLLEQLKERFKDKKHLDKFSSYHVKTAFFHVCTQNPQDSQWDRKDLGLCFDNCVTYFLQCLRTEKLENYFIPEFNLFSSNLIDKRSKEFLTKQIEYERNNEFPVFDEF
# NPYLR7 agonist: agonists of mosquito NPYLR7 receptor, primary screen, cell-based, Aedes aegypti, calcium fluorescence, mosquito biting behavior; Aedes aegypti neuropeptide Y-like receptor 7 (NPYLR7); HEK293T NPYLR7/Galpha15, GCaMP6s calcium fluorescence; activation, % at 10 µM; 270,000 compounds, 0.15% hits; AID 1259423, 2018; in the data active means activation above about 40%;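 further: 0% = vehicle and 100% = reference agonist at the receptor; some compounds past the cut are filed as inactive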
# mcGAS inh: cyclic GMP-AMP synthase inhibitors, mouse, primary biochemical chemiluminescence. recombinant cGAS, Kinase-Glo ATP depletion luminescence. inhibition, % at 12.5 µM. 160,000 compounds, 0.15% hits;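 further: 0% = negative control wells and 100% = reference inhibitor with no enzyme activity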
# Active calls of the source: *; · = not tested or not shown; & = joins results of further samples. Unless noted, no stated cut-off is given here; in the data, active means inhibition above about 40%; inactive means the rest.
SMILES | hcGAS inh | NPYLR7 agonist | mcGAS inh
CN(C)c1cccc(C(=O)N2CCN(C(=O)c3ccc(O)cc3)CC2)c1 | -6 | -9 | ·
CS(=O)(=O)c1ccc2nc(NC(=O)c3ccc([N+](=O)[O-])s3)sc2c1 | 7 | 3 | -1
CCn1cc2nc(OC)c(CNC(=O)c3cnn4ccn(C)c34)cc2c1O | -5 | 2 | ·
O=C(N[C@H]1CCC[C@H]1Cc1ccc(F)cc1)c1cc2n(n1)CCNC2 | -4 | -1 | -11
O=C1NC(=Nc2ccccc2)S/C1=C/c1cccs1 | -9 | -10 | -4
Cc1ccc(C)c(CN2CCN(c3nc4c(c(=O)[nH]c(=O)n4C)n3CC(C)C)CC2)c1 | -4 | 0 | ·
Cc1ccc2nc(C)c(C(=O)OCC(=O)NCC(=O)N3CCCC3)cc2c1 | 7 | 0 | 2
NC(=O)[C@@H]1CN(C(=O)c2ccc(F)cc2)[C@H]2c3ccccc3O[C@@H]12 | 5 | 4 | -3
CS(=O)(=O)c1ccc(-c2ccc(CN3CCCC3)cn2)cc1 | -1 | -4 | ·
COc1ccc(CC(=O)Nc2c(-c3cccc(F)c3)nc3cc(C)ccn23)cc1 | -3 | -14 | -1
COC(=O)c1ccc(CSC(=S)N(C)C)cc1 | 1 | -4 | 1
O=C(c1cccs1)N1CCN(c2nc3nccc(-c4ccc(C5CCCCC5)cc4)n3n2)CC1 | -4 | 1 | -11
O=C(NCc1ccc2c(c1)OCO2)c1cccnc1N1CCN(S(=O)(=O)c2cccc(Cl)n2)CC1 | -4 | 0 | -7
O=C(NCC1Cc2cc(Oc3ccccc3)ccc2O1)c1ccccc1Br (configuration not stated) | 4 | -3 | 3
CSc1nc(N2CCCC2)c2cnn(CCNC(=O)c3ccc(F)c(F)c3)c2n1 | -5 | · | -4
O=C(COCc1ccccc1)N1[C@H]2CCNC[C@@H]1CC2 | -6 | 1 | ·
Cc1cccc(CC(=O)Nc2cc(C)c3c(=O)oc4ccccc4c3n2)c1 | -7 | 4 | ·
O=C(/C=C/c1ccc(O)c(O)c1)NC(=O)c1ccccc1O | 23 | 0 | 34
COc1cccc2c1CCC2NC(=O)N1CC(C)OC(C)C1 (configuration not stated) | 3&-11 | 4&6 | -14
COc1cn2c(cc1=O)C(=O)N(CCNC(=O)c1ccc(-c3ccccc3)cc1)CC2 | -5 | 15 | ·

# Among those listed so far, these have a halogen:
SMILES | hcGAS inh | NPYLR7 agonist | mcGAS inh
O=C(N[C@H]1CCC[C@H]1Cc1ccc(F)cc1)c1cc2n(n1)CCNC2 | -4 | -1 | -11
NC(=O)[C@@H]1CN(C(=O)c2ccc(F)cc2)[C@H]2c3ccccc3O[C@@H]12 | 5 | 4 | -3
COc1ccc(CC(=O)Nc2c(-c3cccc(F)c3)nc3cc(C)ccn23)cc1 | -3 | -14 | -1
O=C(NCc1ccc2c(c1)OCO2)c1cccnc1N1CCN(S(=O)(=O)c2cccc(Cl)n2)CC1 | -4 | 0 | -7
O=C(NCC1Cc2cc(Oc3ccccc3)ccc2O1)c1ccccc1Br (configuration not stated) | 4 | -3 | 3
CSc1nc(N2CCCC2)c2cnn(CCNC(=O)c3ccc(F)c(F)c3)c2n1 | -5 | · | -4

# Other results follow:
SMILES | hcGAS inh | NPYLR7 agonist | mcGAS inh
COC(=O)C1=C(O)/C(=C\c2cccn2C)SC1=Nc1cccc(F)c1 | -2 | -4 | -2
Cc1cc(C(=O)N2CCCN(c3ccncc3C)CC2)nc(C)n1 | -4 | 1 | -19
O=C(c1cnc2[nH]c(=O)c3ccccc3c2c1)c1ccccc1O | -8 | 4 | ·
O=C(C1Cc2ccccc2O1)N1CCc2onc(-c3ccc(F)c(F)c3)c2C1 (configuration not stated) | -8 | 17 | ·
Cc1c(C)c(C)c(S(=O)(=O)N2CCN(c3nccc(-c4ccco4)n3)CC2)c(C)c1C | 0 | 7 | -4
CCn1c(C2CCN(c3ncnc4sc(C)cc34)CC2)n[nH]c1=O | -2 | 7 | ·
COc1cc(CCC(=O)NC(C)(C)C)ccc1OCC(F)(F)F | 4 | 2 | ·
Cc1ncsc1CCCn1cnc(-c2ccccc2)c1-c1cnn(C)c1 | -6 | 8 | -17
CC1=C(C(=O)Nc2ccc(F)cc2)C(c2c(C)n[nH]c2C)NC(=O)N1C1CC1 (configuration not stated) | 2 | 0 | ·
Cc1ccc(C(=O)N2CCN(Cc3cc(=O)n4ccsc4n3)CC2)cc1NC(=O)c1ccco1 | -15 | 8 | ·
O=c1c(N=Nc2ccc(Cl)cc2Cl)c(-c2ccc([N+](=O)[O-])cc2)[nH]n1-c1ccccc1 | 6 | 4 | ·
Cc1ccccc1OCc1ccc(-c2nc(C#N)c(N3CCCCC3)o2)o1 | 1 | 0 | -6
Cn1c(=O)n(Cc2cccc3ccccc23)c(=O)c2c1nc1n2CCCN1Cc1ccccc1 | -2 | 0 | ·
Cc1cccn2c(=O)c3cc(C(=O)NC(C)C)sc3nc12 | 0&-6 | 6&12 | ·
O=C(COc1cc(Cl)c(Cl)cc1Cl)Oc1ccc2c(c1)OCO2 | -5 | 3 | ·
O=C(c1ccno1)N(CCN1CCOCC1)c1nc2ccccc2s1 | -3 | 2 | ·
C[C@@H]1[C@H](O)[C@@H](C)/C=C/C=C/C=C/C=C/C=C/C=C/C=C[C@H](O[C@@H]2O[C@H](C)[C@@H](O)[C@H](N)[C@@H]2O)C[C@@H]2O[C@](O)(C[C@@H](O)C[C@@H](O)[C@H](O)CC[C@@H](O)C[C@@H](O)CC(=O)O[C@H]1C)C[C@H](O)[C@H]2C(=O)O | 1 | 13 | ·
Cc1cc(C)c(-n2cccn2)c(CN2CCN(C)C3(CCN(C)CC3)C2)c1 | 1 | 5 | ·
CCCCN1CC2(CCCN(C(=O)c3cnc(C4CC4)nc3C)C2)CCC1=O (configuration not stated) | -17 | · | -7
CC(Cl)C(=O)N1CCC(Cc2ccc3c(c2)OCO3)CC1 (configuration not stated) | 5 | 4 | 2
O=C(NCc1cc(Br)cs1)NCC1CCC1 | -6 | 7 | ·
Brc1ccc(C2=Nc3nnnn3C(c3ccco3)C2)cc1 (configuration not stated) | -3 | 8 | ·
CCCNC(=O)COC(=O)c1snc(-c2ccccc2)c1N | -15 | -6 | ·
CC(C)(CO)NC(=O)c1ccccc1NCC(=O)O | -2 | 22 | -10
O=C(c1ccc2c3c(cccc13)CC2)C1CCCN(C(=O)c2ccccn2)C1 (configuration not stated) | -3 | 2 | -5
CCCCN(CC(N)=O)S(=O)(=O)c1ncn(C)c1Cl | -14 | -6 | ·
CN(CC1CC(=O)N(C(C)(C)C)C1)C(=O)CCNC(=O)c1ccc(F)cc1 (configuration not stated) | -5 | 6 | ·
CNc1cc(=O)n(C2CCCCC2)c(=O)n1C1CCCCC1 | -6 | 13 | ·
O=C(c1ccc(F)cc1Cl)N1CCN(S(=O)(=O)c2ccccc2F)CC1 | -5 | 0 | -8
O=c1[nH]c(Cn2nc3ccccn3c2=O)nc2sc3ccccc3c12 | 17 | 12 | 10
CC(C)N(Cc1cccc(OS(C)(=O)=O)c1)C(=O)Nc1ccccc1C(F)(F)F | -2 | -8 | -4
CCOC(=O)C1(Cc2ccccc2)CCCN(C2CCSCC2)C1 (configuration not stated) | -1 | 6 | -3
COc1ccc(CCNS(=O)(=O)c2ccc(F)c(C)c2)cc1OC | -1 | 1 | ·
CCOc1nnc(CN2CCOC(c3n[nH]c(CC)n3)C2)s1 (configuration not stated) | -13 | 2 | ·
CSc1ccc(CNC(=O)C2(C)CCCN2CC(C)C)cc1 (configuration not stated) | -2 | 7 | -6
O=C(NCCc1ccc(Cl)cc1)c1cnc2sccn2c1=O | -4 | 0 | ·
CN(C)c1nc(SCCO)nc(N(C)C)n1 | -13 | 9 | ·
COc1ccc2c(c1)O[C@H]1c3ccc(OC)cc3OC[C@@H]21 | -3 | · | -3
COc1ccc(C(=O)N2CCc3ccccc3C2c2ccccc2F)cc1 (configuration not stated) | -10 | -1 | -8
Cc1ccccc1OCCSCCCn1c(=O)[nH]c2ccccc21 | -8 | 0 | -13
Cc1ccoc1C(=O)Nc1ccc(Br)c(C)n1 | -13 | 5 | ·
CCOC(=O)C1C(=O)C=C(c2ccc(C)cc2)CC1c1cccs1 (configuration not stated) | -8 | 22 | -4
CCOC(=O)C1=C(COC(=O)CNC(=O)C23CC4CC(CC(C4)C2)C3)NC(=O)NC1C (configuration not stated) | -2 | 19 | -6
CCN(CC(=O)Nc1ccccc1OC)C(=O)CN1C(=O)COc2ccccc21 | -8 | 11 | ·
c1cc(C2CCCN(Cc3cn[nH]c3C3CCCCC3)C2)[nH]n1 (configuration not stated) | 5 | · | -3
O=C(C1C[C@H]1c1ccccc1)N(CCN1CCOCC1)CC(=O)N(Cc1cccn1Cc1ccccc1)C1CC1 (some centres not stated) | 2 | -13 | 0
CCn1c(C2CCN(C(=O)CC3CCS(=O)(=O)C3)CC2)nn(C)c1=O (configuration not stated) | -10 | 26 | -18
COC(=O)[C@H]1C[C@@H](O)CCN1C(=O)c1cccc(OC)c1 | 2 | 3 | -2
O=C(NCc1ccccc1)N1CCCN(C2=Nc3ccc(C(F)(F)F)cc3Oc3ccccc32)CC1 | 2 | · | -1
CCOC(=O)c1ccc2c(c1)nc(SCc1c(F)ccc(C)c1F)n2CCOC | -9 | 5 | -8

# Additional entries:
SMILES | hcGAS inh | NPYLR7 agonist | mcGAS inh
COc1ccc(Cl)cc1Cn1c(C)c(C(=O)NCc2ccc(C(F)(F)F)cc2)sc1=O | 0 | 2 | ·
Cc1nc(NCCNC(=O)Nc2cccc(C)c2C)cc(N2CCCC2)n1 | 3 | 4 | ·
CCCN(CC(=O)N(CCc1ccc(OC)c(OC)c1)Cc1sccc1C)C(=O)c1ccc(C(F)(F)F)cc1 | -10 | 2 | -6
Cc1nc2sccn2c1C(=O)N(C)Cc1nnc(-c2ccccc2)o1 | -4 | 13 | ·
CN1C(=O)N(CCc2ccccc2)C(=O)C12CCN(Cc1ccc3c(c1)OCO3)CC2 | -4 | 9 | -16
CCOC(=O)C1CCCN(C(=O)c2coc(COc3ccc(F)cc3)n2)C1 (configuration not stated) | -8 | -1 | -9
COc1ccc(-n2nc(-c3ccccc3)cc2NC(=O)c2ccc(F)c(C(F)(F)F)c2)cc1 | -7 | 5 | -7
N/C(=N\OCC(=O)Nc1cccc2ccccc12)c1nonc1N | -1 | -1 | -2
O=C(COc1cccc(Cl)c1)N1CCC(CCc2ccc(-c3ccccc3)cc2)CC1 | -7 | 4 | -6
CCN(CC)c1ccc(CN(CCOC)C(=O)c2ccccc2Cl)c(OS(=O)(=O)c2ccc(OC)cc2)c1 | -10 | 34 | -4
CCOc1ccccc1C(=O)Nc1ccc(N2CCN(C(=O)c3c(C)noc3C)CC2)nc1 | -3 | 22 | -9
CCOC(=O)N1CCN(C(c2ccccc2OC)c2c(O)cc(C)n(CC)c2=O)CC1 (configuration not stated) | -6 | 7 | ·
Cc1ccc(Cl)c(CN2CCN(c3cc(NCCO)ncn3)CC2)c1F | -5 | -6 | -11
COc1ccc(-c2n[nH]c(C)c2-c2ccccc2)c(O)c1 | -7 | 1 | ·
CCOC(=NCc1ccccn1)NC(=O)c1ccc(C(F)(F)F)cc1 | -2 | 23 | -4
Cc1noc(-c2ccc3c(c2)OCO3)c1C(=O)NCCc1cccc(Cl)c1 | -6 | -3 | -8
CCOC(=O)C1(Cc2cccc(OC)c2)CCCN(Cc2csc(C(C)=O)c2)C1 (configuration not stated) | -2 | 3 | -3
COc1ccccc1Cn1c(C(=O)NCCN2CCOCC2)cc2ccsc21 | 1 | -3 | 0
CCCNC(=O)CSc1nc2c([nH]c3ccccc32)c(=O)n1CCOC | 2 | -1 | -7
Cc1ccccc1OC1CN(C(=O)[C@@H]2C[C@@H](NC(=O)c3ccc(F)cc3)CN2)C1 | -6 | 12 | ·
Cc1cc(C(=O)N2CCN(S(=O)(=O)c3ccccc3)CC2)c(C)s1 | -6 | 11 | ·
CN(CCC(N)=O)Cc1ccccc1-c1ccccc1 | -7 | 5 | -14
COC(=O)CCC(=O)NCc1cccc(-c2ncc(-c3ccc(F)cc3)[nH]2)c1 | 1 | 0 | -1
COc1ccc(C2CC(c3ccc(C)cc3)=NN2C(=O)CN2CCCC2)c(OC)c1 (configuration not stated) | 4 | 1 | -3
CCOC(=O)c1cc([N+](=O)[O-])sc1NC(=O)c1nc2ccccc2s1 | -10 | -6 | ·
CCN(CC)C(CNC(=O)N1CCSCC1)CC(C)C (configuration not stated) | -15 | 3 | ·
CCS(=O)(=O)c1ccc2oc(-c3ccc(NC(=O)c4cccs4)cc3)nc2c1 | 1 | · | -8
O=C(Nn1cnc2ccccc2c1=O)c1ccc(N2CCCCC2=O)cc1 | -1 | 3 | ·
CC(C)(C)OC(=O)Nc1ccc(CC(=O)NNC(=O)CC2CCS(=O)(=O)C2)cc1 (configuration not stated) | -11 | 10 | ·
C=CCNC(=O)Cn1c(-n2nc(C)cc2C)nc(CCC)cc1=O | -6 | -3 | -7
O=C(CSc1nc2c(c(=O)[nH]1)CCC2)N1CCCCCC1 | -3 | 4 | -5
Cc1cc(N2CCN(CC(=O)Nc3ccc(F)c(F)c3)CC2)nc(C(C)C)n1 | -1 | 5 | -5
Cc1cc(C)c(-c2nc3cc(NC(=O)c4cccs4)ccc3o2)c(C)c1 | -4 | 3 | -3

# Record cards (already shown):
# CCOC(=O)c1cc([N+](=O)[O-])sc1NC(=O)c1nc2ccccc2s1 is entered as hcGAS inh = -10; NPYLR7 agonist = -6; mcGAS inh = ·
# O=C(Nn1cnc2ccccc2c1=O)c1ccc(N2CCCCC2=O)cc1 is entered as hcGAS inh = -1; NPYLR7 agonist = 3; mcGAS inh = ·

# No enrichment for hits; overall some 0.27% were active at least once.
